L3MBTL1 block – blocks human L3MBTL1; Q9Y468; AlphaScreen L3MBTL1–H3K9me1 peptide binding; Potency, µM (series often up to 57.1 µM), for inactives: top-dose activity, negative = inhibition, usual class: inhibitors; actives 0.66% (n = 230,000); note: potency is the fitted concentration of half-maximal effect; % is set by controls: 0 for no effect and ±100 for the full control effect; nearly all actives have a fitted effect of over 60% in size
Target sequence (Q9Y468 whole entry, looked up): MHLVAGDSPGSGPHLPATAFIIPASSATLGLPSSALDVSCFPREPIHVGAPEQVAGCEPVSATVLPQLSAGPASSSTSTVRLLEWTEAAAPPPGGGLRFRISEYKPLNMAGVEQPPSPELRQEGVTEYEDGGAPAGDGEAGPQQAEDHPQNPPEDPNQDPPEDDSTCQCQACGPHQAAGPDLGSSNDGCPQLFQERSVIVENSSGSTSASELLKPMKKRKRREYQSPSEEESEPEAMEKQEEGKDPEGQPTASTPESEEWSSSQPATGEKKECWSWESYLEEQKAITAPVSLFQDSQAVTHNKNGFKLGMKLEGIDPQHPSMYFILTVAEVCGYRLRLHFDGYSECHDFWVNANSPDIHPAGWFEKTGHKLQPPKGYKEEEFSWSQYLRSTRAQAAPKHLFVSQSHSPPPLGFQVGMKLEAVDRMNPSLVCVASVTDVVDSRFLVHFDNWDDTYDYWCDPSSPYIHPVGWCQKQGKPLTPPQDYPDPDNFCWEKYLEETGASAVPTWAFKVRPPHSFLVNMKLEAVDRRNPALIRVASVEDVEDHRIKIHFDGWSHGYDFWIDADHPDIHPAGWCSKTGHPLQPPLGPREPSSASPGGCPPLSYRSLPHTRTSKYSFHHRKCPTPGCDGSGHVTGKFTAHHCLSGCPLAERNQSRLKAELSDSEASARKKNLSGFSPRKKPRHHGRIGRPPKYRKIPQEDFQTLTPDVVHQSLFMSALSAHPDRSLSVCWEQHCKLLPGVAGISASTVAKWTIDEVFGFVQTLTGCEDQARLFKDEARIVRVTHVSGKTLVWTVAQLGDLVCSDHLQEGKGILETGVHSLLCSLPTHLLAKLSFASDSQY
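L3MBTL1 (50 nM) pre-complexed 30 min with biotinylated H3(1-15)K9me1 peptide (75 nM), then compounds added for 30 min at room temperature; AlphaScreen streptavidin donor/nickel chelate acceptor beads (10 ug/mL final) read after 30 min dark incubation.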
NPSR antagonist – antagonists of human neuropeptide S receptor cAMP signaling; Q6W5P4; CHO-NPSR cells, cAMP TR-FRET, antagonist mode; Potency, µM (top dose mostly 38.3 µM), inactives show at the highest dose activity change, negative = inhibition, actives largely listed as inhibitors; actives 1% (n = 220,000); note: potency is the fitted concentration of half-maximal effect; % is set by controls: 0 for no effect and ±100 for the full control effect; nearly all actives have a fitted effect of over 50% in size; many of its hits are not listed in these tables
Luc counter – Kinase-Glo luciferase inhibition (counter-screen); Kinase-Glo luciferase, ATP luminescence, 8 min; AID 1379; Potency, µM (top dose mostly 38.3 µM), for the others: at the highest dose activity change, negative = inhibition, hits mostly inhibitors; actives 0.28% (n = 200,000); Q27757; note: potency is the fitted concentration of half-maximal effect; % is set by controls: 0 for no effect and ±100 for the full control effect; nearly all actives have a fitted effect of over 60% in size
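Inhibition of Kinase-Glo luciferase light generation was assessed at 10 uM ATP in pH 7.2 imidazole buffer, with luminescence measured after eight minutes at ambient temperature.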
HTT aggregate – inhibitors of mutant huntingtin aggregate formation in PC12 cells | Potency, µM (series often up to 46.1 µM), inactives show at the highest dose activity change, negative = inhibition, actives largely listed as inhibitors | AID 1688 | PC12 HttQ103-GFP aggregates, Acumen cytometry, 40 h | actives 1.1% (n = 220,000); note: potency is the fitted concentration of half-maximal effect; % is set by controls: 0 for no effect and ±100 for the full control effect; nearly all actives have a fitted effect of over 60% in size
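Huntingtin Q103 exon 1–GFP aggregates in induced PC12 cells (100 nM tebufenozide) were quantified by cytometry from lysates, with compounds dosed in titration.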
CBFb RUNX1 block – CBF-beta/RUNX1 interaction disruption; Q01196+Q13951; Potency, µM (series often up to 59.8 µM), without a hit: at the highest dose activity, negative = inhibition, usual class: inhibitors; AID 1477; 230,000 tested, under 10 active; AlphaScreen CBFb-His/RUNX1-biotin binding, biochemical; note: % of control where 0% means no effect
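Interaction loss through any mechanism counts as activity. Pre-formed complex of His-CBF-beta and biotin-RUNX1 (30 nM apiece) is incubated with compound 15 min, then with 50 ng nickel and 50 ng streptavidin beads for 90 min before AlphaScreen detection.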
Epigenetic derep – derepresses silenced GFP reporter in murine cells. murine LDR cells, GFP reporter derepression, 30 h. Potency, µM (series often up to 53.9 µM), inactives show at the highest dose GFP activation, most hits filed as activators. actives 0.2% (n = 280,000); note: potency is the fitted concentration of half-maximal effect; % of control where 0% means no effect; nearly all actives have a fitted effect of over 60% in size
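Murine LDR cells bearing a silenced CMV-driven GFP reporter were exposed to compound for 30 h at 37 C. After PBS washes, GFP-positive cells (20-120 um objects) counted by laser-scanning microplate cytometry.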
IMPase Li inh – membrane-permeable IMPase blocker, potentiated with lithium; actives 0.35% (n = 210,000); Potency, µM (titrated, usually from 59.4 µM), without a hit: at the top dose activity, negative = IMPase inhibition, actives largely listed as inhibitors; CHO-M1 cells, IP1 TR-FRET (IP-One), carbachol + lithium;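 note: IP1 builds up when IMPase is blocked and the TR-FRET signal falls; potency is the fitted concentration of half-maximal effect; plate controls were basal vehicle for no effect and high inhibitor control for full effect; nearly all actives have a fitted effect of over 50% in size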
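Concentration–response in CHO-M1 cells, lithium-potentiated; 30 min at 37C. IP1 detected by competitive TR-FRET after 10 min lysis at RT. Hill-fitted AC50.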
Starred values were filed as active, the others as inactive; u = inconclusive; x = no result given; & = joins results of further samples; [ ] = dose if it differs, or a comment. Calls come from the whole dose curve; as a rule, active = well fitted curve in the direction sought with a large enough effect; inconclusive = small, poorly fitted or top-dose-only effect, or another doubt; inactive = no such curve, though single readings can be large; an effect the other way counts as inactive or inconclusive. This is a subset; count on the stated rates, not on these rows.

Screens in order – Epigenetic derep, L3MBTL1 block, IMPase Li inh, HTT aggregate, CBFb RUNX1 block, NPSR antagonist, Luc counter
> COCCn1c(=O)[nH]c2cc(C(=O)NCCCN3CCN(c4ccc(F)cc4)CC3)ccc2c1=O
→ -0.9%, 9%, 3%[38.3 µM], u, -2%, -6%[46.1 µM], 3%
> CC(=O)Oc1ccc(Nc2ccccc2)cc1
→ 0.0%, -9%, 22%, 1%, -6%, 12%, 2%
> O=C(CN1C(=O)C2CC=CCC2C1=O)Nc1nnc(SCc2ccc(Cl)cc2)s1 (stereo unspecified)
→ -0.9%, -2%, -12%[38.3 µM], 8%, -8%, -2%[46.1 µM], 1%
> CCS(=O)(=O)NCCc1csc(-c2cccnc2)n1
→ 0.9%, 3%, 29%[38.3 µM], -13%, -20%, -3%[46.1 µM], 3%
> COc1ccc(C(=O)COc2ccc(NC(C)=O)cc2)cc1
→ -2.1%, 3%[11.4 µM], 15%[38.3 µM], u, 8%, 1%[46.1 µM], -2%
> Cc1nnc(SCc2ccc(C(=O)c3ccc(Cl)cc3)o2)n1-c1ccccc1
→ -2.0%, -22%, 20%, 6%, -1%, -6%, -1%
> CC(C)C(NS(=O)(=O)c1cccc2nsnc12)C(=O)NCCC1=CCCCC1 (stereo unspecified)
→ -0.2%, x, -8%[38.3 µM], -22%, -3%, -13%[46.1 µM], -2%
> CCOC(=O)c1ccc(NC2=CC(=O)CC(c3ccco3)C2)cc1 (stereo unspecified)
→ -0.6%[10.1 µM], -3%, 10%, 6%[9.22 µM], -3%, -15%, -3%
> COc1cccc(NC(=O)CN(C)CC(=O)NC(C)c2ccccc2)c1 (stereo unspecified)
→ 1.0%, -7%, x, -1%[9.22 µM], 6%, -12%, x
> COc1ccc2c(=O)c3c(=O)n(Cc4ccco4)c(-c4cc(OC)c(OC)c(OC)c4)nc3oc2c1
→ -1.0%, -4%, 7%, -5%, -5%, -8%, 0%
> CC(C)n1c(=O)[nH][nH]c1=S
→ 0.0%, 2%, x, -7%[9.22 µM], 1%, -34%, x
> O=C(COc1nc2ccccc2nc1N1CCOCC1)NCC(F)(F)F
→ 1.0%, 6%, -3%, -3%, 7%, 14%, 2%
> COc1cc(-c2cc(=O)c3ccccc3o2)ccc1O
→ -0.2%&2.1%, 13%, 4%, 7%, 15%[21.7 µM], 1%, -3%&6%
> CC(CCc1ccco1)NC(=O)Cn1ncc2c(=O)oc3ccccc3c21 (stereo unspecified)
→ -1.0%, -8%, 8%, -16%, -3%, 5%[46.1 µM], 2%
> Cc1ccccc1NC(=S)N/N=C1\CC(C)(C)Oc2ccc(O)cc21
→ 0.0%, x, 3%, -8%, -23%, -21%, 4%
> O=c1oc2cc(OCc3ccc(C(F)(F)F)cc3)ccc2cc1-c1ccccn1
→ -1.2%, 4%, -8%[38.3 µM], 7%, -1%, -4%[46.1 µM], 1%
> O=C(/C=C/c1ccccc1[N+](=O)[O-])NCc1ccc(Cl)cc1
→ -3.2%, 9%, 6%, -6%[9.22 µM], -2%, -5%, 1%
> CCC(CO)NC(=O)c1ccccc1C(F)(F)F (stereo unspecified)
→ -0.3%, 8%, x, -11%[9.22 µM], 24%, -23%, x
> O=C(NN=C1CCCCCC1)c1cccnc1
→ 8.9%, -6%, 0%, 17%, -5%, 10%, 1%
> COc1cccc(C(=O)/C=C/Nc2ccc(NC(C)=O)cc2)c1
→ 0.0%, 4%, -2%, -1%, -5%, -10%[46.1 µM], -12%
> CCNC(=O)CSc1nnc(-c2ccccc2Br)n1-c1cccc(C(F)(F)F)c1
→ -1.0%, 3%, -12%, -13%, 1%, 11%, 8%
> CCCCc1c(O)cc(C)[nH]c1=O
→ 0.0%, 1%, x, 8%[9.22 µM], 30%, -3%, x
> Clc1cc(Br)ccc1OCCCn1ccnc1
→ 0.0%, -6%, 6%, -16%, -4%, 15%, 1%
> Cn1c(SCc2ccc(F)cc2)nnc1-c1cccs1
→ -0.7%, 1%, 13%[38.3 µM], 5%, 4%, -4%[46.1 µM], -5%
> Cc1cc(C)nc(N/N=C/c2ccccc2Cl)n1
→ u, 32%, x, -5%[9.22 µM], 23%, 7%, x
> O=C(Nn1cc(C(=O)Nc2ccc(F)cc2F)c2ccccc2c1=O)c1cnccn1
→ -2.4%, x, -2%, u, u, 16%, 2%
> Cc1cc(C(=O)N/N=C/c2ccc(OCc3ccccc3)cc2)c(C)o1
→ -0.6%, 13%, 10%, -25%, -15%, -18%, 4%
> Fc1ccc(N2CCN(c3nc(CN4CCOCC4)nc4scc(-c5ccccc5)c34)CC2)cc1
→ -1.3%, 16µM*, 18%, 18µM*, u, u, 1%
> CN(C)S(=O)(=O)c1ccc(N2CCCC2)c(C(=O)Nc2nc3c(ccc4ccccc43)s2)c1
→ 0.0%, -10%, -6%, u, 3%, 15%, 2%
> Cc1ccc(S(=O)(=O)NCCNC(=O)CN2CCCC2)cc1
→ -3.4%, 48%[activator], 1%[38.3 µM], -2%, 0%, -3%[46.1 µM], -1%

Continued, starting with the last four of the part before.
Screens in order – Epigenetic derep, L3MBTL1 block, IMPase Li inh, HTT aggregate, CBFb RUNX1 block, NPSR antagonist, Luc counter
> Cc1cc(C(=O)N/N=C/c2ccc(OCc3ccccc3)cc2)c(C)o1
→ -0.6%, 13%, 10%, -25%, -15%, -18%, 4%
> Fc1ccc(N2CCN(c3nc(CN4CCOCC4)nc4scc(-c5ccccc5)c34)CC2)cc1
→ -1.3%, 16µM*, 18%, 18µM*, u, u, 1%
> CN(C)S(=O)(=O)c1ccc(N2CCCC2)c(C(=O)Nc2nc3c(ccc4ccccc43)s2)c1
→ 0.0%, -10%, -6%, u, 3%, 15%, 2%
> Cc1ccc(S(=O)(=O)NCCNC(=O)CN2CCCC2)cc1
→ -3.4%, 48%[activator], 1%[38.3 µM], -2%, 0%, -3%[46.1 µM], -1%
> CC(C)(C)c1cc(C(=O)O)n(Cc2ccc(Cl)cc2Cl)n1
→ -0.3%, -1%, x, 1%[9.22 µM], 5%, 13%[7.67 µM], x
> CCNC(=O)COC(=O)c1ccc(NS(=O)(=O)c2ccc3c(c2)OCCO3)cc1
→ -2.2%, x, 3%, 6%, 5%, -8%, -2%
> Cc1cc(C)c2nc(N3CCC(C(=O)NCc4ccccn4)CC3)sc2c1
→ -2.6%, x, 12%, -25%, 1%, 3%, -2%
> COc1ccccc1C/C(N)=N/OC(=O)COc1ccc(C)cc1
→ -0.9%, 7%, -5%[38.3 µM], u, 0%, 2%[46.1 µM], -2%
> Cc1[nH]n(-c2ccccc2)c(=O)c1S(=O)(=O)c1ccccc1
→ 0.3%, 4%, -17%[38.3 µM], -8%, 14%, -9%[7.67 µM], -3%
> CC(C)=C1C2CCC1C1C(=O)N(NC(=O)COc3ccc(Cl)c(C)c3)C(=O)C21 (stereo unspecified)
→ -1.0%, x, 17%[38.3 µM], -15%, 4%, -17%[46.1 µM], -6%
> CC1Cc2ccccc2N1C(=S)NC(=O)c1ccc(Cl)cc1Cl (stereo unspecified)
→ 0.0%, -19%, x, -31%, -9%, -12%[46.1 µM], x
> O=C(Cc1ccccc1)Nc1nnc(-c2ccco2)o1
→ -0.7%, -12%, -5%, -26%, -16%, 15%, 0%
> O=C(O)c1ccc(OCCOc2ccccc2)cc1
→ 3.3%, 12%, x, 3%[9.22 µM], 0%, 9%, x
> CCOC(=O)C(=CNc1ccc(C(F)(F)F)cc1)C(=O)OCC
→ -5.1%, 18%, x, 3%[9.22 µM], 6%, u, x
> NC(=O)C1=C[C@H](C2CCCCC2)C[C@H](OCc2ccc(CO)cc2)O1
→ 0.8%, 1%, 0%, -1%[9.22 µM], 6%, 16%, x
> COCCNC(=O)CC(NS(=O)(=O)c1ccc(C)cc1)c1ccco1 (stereo unspecified)
→ -1.8%, -15%, -3%[38.3 µM], 13%, 16%, 2%[46.1 µM], -1%
> CCOC(=O)c1[nH]c2ccccc2c1NC(=S)Nc1cc(C)ccc1C
→ -1.9%, -16%, -9%, 10%, 2%, -36%, -9%
> C(=N\Nc1nc2ccccc2s1)/c1cccs1
→ 1.9%, -15%, -14%[38.3 µM], -16%, -2%, u, -1%
> CCCCN1C(=O)Nc2ccccc2S1(=O)=O
→ 0.9%, 7%, -1%, -15%, 10%, 9%, -1%
> COc1ccc(N2CCN(c3ccc(N4C(=O)CC(C)C4=O)cc3[N+](=O)[O-])CC2)cc1 (stereo unspecified)
→ -2.4%, -20%, u, -13%, u, 11%, -1%
> CCc1ccc(NC(=O)CCc2nc3cccnc3n2Cc2ccc(OC)cc2)cc1
→ 3.8%, x, 30%[activator][38.3 µM], 17%[9.22 µM], -1%, -16%[46.1 µM], 0%
> Cc1sc(N/N=C/c2cccs2)nc1-c1ccccc1
→ 0.0%, -7%, -5%, 11%, -9%, 8%, 1%
> Clc1ccc(OCc2nc3ccccc3[nH]2)cc1
→ u, 17%, -3%, -24%, 19%, -5%, -13%
> COCc1cc(C)nc(Nc2cc(C)ccc2C)c1C#N
→ 0.8%, 29%, 2%[38.3 µM], 12%, 21%, -17%[46.1 µM], 2%
> Brc1cnc2nc(SC/C=C/c3ccccc3)[nH]c2c1
→ -2.6%, x, x, -4%[9.22 µM], 4%, -8%, x
> Cc1cc(=O)oc2ccc(OCC(=O)N3CCc4ccccc43)cc12
→ 0.0%, 2%, -1%[38.3 µM], 4%, 0%, -14%[46.1 µM], 3%
> Cc1ccc(-n2nc3ccc(NC(=O)/C=C/c4ccco4)cc3n2)cc1
→ 1.1%, u, 0%, 24%, -27%, -18%, 16%
> CCOC(=O)N1CCN(C(=O)c2ccc(NC(C)=O)cc2)CC1
→ -2.3%, -2%, 2%[38.3 µM], 5%, -6%, 5%[46.1 µM], 3%
> Cc1nc(N2CCC(C)CC2)c(C#N)c(C)c1[N+](=O)[O-]
→ 1.0%, -16%, 7%, 20%[9.22 µM], -5%, -38%, -1%
> CN(Cc1ccccc1)C(=O)COc1ccc(Br)cc1Cl
→ 0.0%, x, x, 21%[9.22 µM], 15%, -12%, x
> Cn1c(C(C#N)C(=O)c2sc3ccccc3c2Cl)nc2ccccc21 (stereo unspecified)
→ -6.4%, -4%, x, -23%, 5%, -20%[46.1 µM], x
> CC(C)N=C(NC#N)SCc1ccc(Br)cc1
→ 1.2%, 3%, -9%[38.3 µM], -8%, 0%, -10%[46.1 µM], -2%
> COC(=O)c1ccccc1-c1ccc(/C=N/NC(=O)c2cc3ccccc3o2)o1
→ -1.3%, -6%, 1%, -14%, 5%, -11%, -2%
> COc1ccc(/C=N/n2c(SC)nnc2-c2ccccc2)cc1C
→ 0.7%, x, 6%[38.3 µM], -9%, 1%, u, 2%
> Cc1cc2c(=O)oc(-c3ccc(Br)cc3)nc2s1
→ 1.5%, 3%, x, -9%[9.22 µM], 6%, 40%, x
> O=C(Cn1c(CO)nc2ccccc21)NCCc1ccccc1
→ -0.2%, 7%, 4%, -5%, 4%, 14%, 0%

Compound activity (PubChem BioAssay)
